Tau fibril ThT – qHTS for Inhibitors of Tau Fibril Formation, Thioflavin T Binding | Microtubule-associated protein tau (Homo sapiens), P10636 | recombinant tau K18 P301L, heparin-induced fibrillization, ThT fluorescence | Potency, µM (doses to about 57.4 µM), inactives show at the top dose activity, negative = inhibition, most hits filed as inhibitors | hit rate 2.1% among 270,000 | AID 1460, 2008; also: % is scaled to controls: 0 for no effect and ±100 for the full control effect; nearly all actives have a fitted effect of over 55% in size
Target sequence (P10636 561-689 P618L limits assumed): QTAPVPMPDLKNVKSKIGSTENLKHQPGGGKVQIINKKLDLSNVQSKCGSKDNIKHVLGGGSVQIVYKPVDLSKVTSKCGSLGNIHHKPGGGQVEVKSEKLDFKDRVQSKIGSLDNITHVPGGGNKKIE
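Tau K18 P301L fragment (15 uM unlabeled plus 0.24 uM Alexa 594-labeled) in 100 mM sodium acetate pH 7 with compound, fibrillization induced by 20 uM heparin for 6 hr at 37 C. Thioflavin T (30 uM) added, fluorescence read after 1 hr (ex 450, em 510 nm).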
HTT cytoprotect – qHTS Multiplex Assay to Identify Dual Action Probes in a Cell Model of Huntington: Cytoprotection (ATP). PC12 HTT-Q103 induced, cytoprotection, ATP luminescence, 40 h. hit rate 0.14% among 230,000. Potency, µM (doses to about 56.4 µM), for the others: cytoprotection (ATP increase), actives largely listed as activators;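 also: % of control where 0% means no effect; nearly all actives have a fitted effect of over 45% in size; toxic huntingtin expression switched on by the ecdysone agonist tebufenozide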
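Cells were plated at 1500 per well in phenol red-free DMEM with 5% equine and 5% calf serum. Tebufenozide (100 nM final) and compounds were added, then ATPlite reagent, and luminescence was read.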
SMN2 splice up – qHTS Assay for Enhancers of SMN2 Splice Variant Expression | AID 1458, 2008 | Potency, µM (top dose mostly 46.1 µM), without a hit: at the top dose activity change, positive = activation, most hits filed as activators | hit rate 2.8% among 210,000 | HEK293 SMN2-luciferase splicing reporter, luminescence, 30-36 h; also: % of control where 0% means no effect; nearly all actives have a fitted effect of over 55% in size
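qHTS luciferase splicing reporter: luminescence rises when SMN2 exon 7 is included in transfected HEK293 cells. Compound exposure lasted 30-36 h at 37C, with 4.5 mM final sodium butyrate as control, followed by a ONE-Glo read.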
JMJD2E inh – qHTS Assay for Inhibitors of Human Jumonji Domain Containing 2E (JMJD2E) | JMJD2E catalytic domain, FDH-coupled NADH fluorescence (FDH is formaldehyde dehydrogenase) | Potency, µM (top dose mostly 57.1 µM), without a hit: top-dose activity change, negative = inhibition, most hits filed as inhibitors | hit rate 1.6% among 230,000; active = well fitted inhibition curve with a large enough effect, not every such curve was filed as active; inconclusive = small, poorly fitted or top-dose-only effect, or another doubt; inactive = no such curve, though single readings can be large or run the other way;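 also: 0% = wells with enzyme and -100% = buffer wells without enzyme; nearly all actives have a fitted effect of over 50% in size; many of its hits are not listed in these tables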
Target sequence (B2RXH2 1-337 limits assumed): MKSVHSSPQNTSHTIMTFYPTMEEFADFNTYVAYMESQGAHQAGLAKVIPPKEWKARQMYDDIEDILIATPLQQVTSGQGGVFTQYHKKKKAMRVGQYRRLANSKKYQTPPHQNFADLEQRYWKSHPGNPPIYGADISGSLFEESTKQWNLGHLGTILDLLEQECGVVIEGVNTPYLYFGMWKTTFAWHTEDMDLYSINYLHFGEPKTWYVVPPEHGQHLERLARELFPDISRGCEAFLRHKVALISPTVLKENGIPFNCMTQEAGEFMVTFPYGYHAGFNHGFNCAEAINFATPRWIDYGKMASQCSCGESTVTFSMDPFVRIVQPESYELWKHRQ
Tau FP inhib – qHTS for Inhibitors of Tau Fibril Formation, Fluorescence Polarization; Microtubule-associated protein tau (Homo sapiens), P10636; AID 1468, 2008; Potency, µM (titrated, usually from 57.7 µM), for inactives: at the top dose activity, negative = inhibition, most hits filed as inhibitors; hit rate 0.39% among 280,000; K18 P301L tau heparin fibrillization, Alexa594 FP, 6 h; also: % is scaled to controls: 0 for no effect and ±100 for the full control effect; nearly all actives have a fitted effect of over 55% in size
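Steps: dispense K18 P301L tau (15 uM plus 0.24 uM Alexa 594 tracer, final) in pH 7 sodium acetate; add compound; add heparin (20 uM final); incubate 6 hr, 37 C; add ThT (30 uM final); after 1 hr ambient, read FP.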
Tau fluor counter – Counterscreen qHTS for Inhibitors of Tau Fibril Formation, Fluorescence Polarization | tau K18 P301L (four-repeat tau fragment) Alexa594 fluorescence, heparin fibrillization | Potency, µM (top dose mostly 57.7 µM), inactives show at the highest dose activity change, negative = decrease | hit rate 0.93% among 280,000; also: % is scaled to controls: 0 for no effect and ±100 for the full control effect; nearly all actives have a fitted effect of over 55% in size
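Human K18 P301L tau (15 uM unlabeled plus 0.24 uM Alexa 594-labeled, final) in 100 mM sodium acetate pH 7 was mixed with compound and 20 uM heparin and incubated 6 hr at 37 C.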
HttQ103 aggreg – qHTS Multiplex Assay to Identify Dual Action Probes in a Cell Model of Huntington: Aggregate Formation (GFP); PC12 HttQ103-GFP aggregates, Acumen cytometry, 40 h; Potency, µM (highest dose often 46.1 µM), inactives show top-dose activity change, negative = inhibition, usual class: inhibitors; hit rate 1.1% among 220,000; also: % is scaled to controls: 0 for no effect and ±100 for the full control effect; nearly all actives have a fitted effect of over 60% in size
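Multiplexed with ATP-based cell death, this channel scores GFP aggregates in PC12 cells expressing inducible HTTex1-Q103-GFP. Induction used 100 nM tebufenozide; compounds were tested in concentration series.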
ALDH1A1 block – qHTS Assay for Inhibitors of Aldehyde Dehydrogenase 1 (ALDH1A1); Purified ALDH1A1, NADH fluorescence, propionaldehyde substrate; Potency, µM (highest dose often 75.3 µM), inactives show at the highest dose activity, negative = inhibition, most hits filed as inhibitors; Aldehyde dehydrogenase 1A1 (Homo sapiens), P00352; hit rate 7.3% among 220,000; AID 1030, 2008; active = well fitted inhibition curve with a large enough effect, not every such curve was filed as active; inconclusive = small, poorly fitted or top-dose-only effect, or another doubt; inactive = no such curve, though single readings can be large or run the other way;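 also: plate controls were no enzyme wells and a reference inhibitor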
Target sequence (P00352 whole entry, looked up): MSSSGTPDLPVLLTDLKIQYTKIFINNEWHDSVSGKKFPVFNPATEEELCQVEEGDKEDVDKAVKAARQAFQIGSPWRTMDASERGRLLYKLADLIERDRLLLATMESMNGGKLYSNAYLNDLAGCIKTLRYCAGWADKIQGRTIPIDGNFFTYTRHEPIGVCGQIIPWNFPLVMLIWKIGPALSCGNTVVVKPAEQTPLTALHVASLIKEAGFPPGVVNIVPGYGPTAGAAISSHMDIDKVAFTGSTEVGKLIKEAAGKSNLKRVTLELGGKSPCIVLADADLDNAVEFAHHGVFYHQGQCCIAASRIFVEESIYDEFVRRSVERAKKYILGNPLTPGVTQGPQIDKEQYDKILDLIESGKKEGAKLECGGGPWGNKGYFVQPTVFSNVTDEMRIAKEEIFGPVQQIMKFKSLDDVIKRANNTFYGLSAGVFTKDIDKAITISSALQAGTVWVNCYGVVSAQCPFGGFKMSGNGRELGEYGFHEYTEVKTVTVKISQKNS
The depositor's hits bear a star; u = inconclusive; x = not tested or not shown; & = joins results of further samples; [ ] = remark or other dose. Unless noted, calls follow the shape of the dose curve; as a rule, active = well fitted curve in the direction sought with a large enough effect; inconclusive = small, poorly fitted or top-dose-only effect, or another doubt; inactive = no such curve, though single readings can be large; an effect the other way counts as inactive or inconclusive. Potency is read from the fitted curve at half-maximal effect. The list is partial. The share of hits here may be higher or lower than overall.

SMILES	Tau fibril ThT	HTT cytoprotect	SMN2 splice up	JMJD2E inh	Tau FP inhib	Tau fluor counter	HttQ103 aggreg	ALDH1A1 block
COC(=O)c1ccc(CSc2nnc(-c3c[nH]c4ccccc34)n2-c2ccccc2)cc1	4%	2%[10 µM]	-44%[inhibitor]	-5%	-5%	-1%	-12%	-9%
COc1ccc2nc(C)c(C(=O)OCCN(C)C)cc2c1	3%	-18%[10 µM]	x	u	0%	7%	5%	u
CC(C)(C)NC(=O)c1cc(-c2ccccc2)n[nH]1	-1%	-37%	-9%	-6%	8%	3%	-11%	5%
Cc1nn(CCCC(=O)NCCc2ccccc2)c(C)c1[N+](=O)[O-]	0%	-21%	11%	9%	2%	0%	9%	0%
CC(C#N)Sc1nc2ccccc2c(=O)n1-c1ccccc1 (stereo unspecified)	-2%	-27%	-5%	-4%	-2%	-7%	-4%	4.5µM*
Cc1ccc(Cn2c(SCc3ccc(C(=O)O)cc3)nc3cccnc32)cc1	0%	x	-3%	x	-3%	-3%	x	x
Cc1cc(SCC(=O)N/N=C/c2cccnc2)nc2c(C)cccc12	u	x	-8%	1%	-10%	-10%	x	2%
CC1=C(C(=O)OC2CCCC2)C(c2ccccc2C(F)(F)F)CC(=O)N1 (stereo unspecified)	-1%	x	-1%	x	9%	-9%	x	x
CC1=C(C(=O)OC2CCCCCCC2)C(c2cccc(O)c2)NC(=O)N1 (stereo unspecified)	-1%	19%[10 µM]	-20%	-20%	4%	-4%	1%	u
O=C(C1CC(Cl)CN1S(=O)(=O)c1ccc(Cl)cc1)N1CCOCC1 (stereo unspecified)	-3%	-14%	-6%	-16%	-6%	1%	-10%	14%
COc1ccccc1OCCC(=O)OCC(=O)NC(=O)NC(C)(C)C	-9%	4%[10 µM]	1%	-1%	0%	-10%	-14%	1%
COc1ccc(-c2nc3cc(NC(=O)Cc4ccc(Cl)cc4)ccc3o2)cc1OC	-8%	x	-9%	x	-16%	-16%	x	x
CCOc1cc(NC(=O)c2ccco2)c(OCC)cc1NC(=O)COc1ccccc1	-14%	-19%	-15%	-25%	7%	-9%	21%	u
CCOC(=O)c1ccc(CSc2nncn2N)o1	-1%	-3%	-4%	9%	5%	4%	16%	7%
Cc1ccc(-c2nc(-c3nccc4ccccc34)oc2-c2ccccc2)cc1	-12%	-12%&7%[10 µM]	3.5µM*	u	u	-19%	-10%[9.22 µM]	u
Brc1ccc(-c2csc(Nc3nc(-c4ccc(Br)cc4)cs3)n2)cc1	u	9%[10 µM]	x	-10%	2%	8.9µM*[quencher]	-4%[9.22 µM]	u
COc1ccc(CC(=O)NCCN2CCCC2)cc1	-9%	-1%	6%	-1%	0%	-4%	-9%	-5%
Cc1ccc(-c2nc(CS(=O)(=O)CC(=O)NCCc3ccccc3)c(C)o2)cc1	11%	x	6%	x	-3%	9%	x	x
O=C(O)c1ccc(F)c(S(=O)(=O)Nc2ccccc2)c1	0%	0%	-11%	-7%	0%	5%	-4%[9.22 µM]	-3%
COC(=O)c1nnn(-c2nonc2N)c1-c1cccs1	5%	21%	-6%	-4%	3%	5%	3%	-3%
Cc1ccc(N(Cc2cc3cc(C)ccc3[nH]c2=O)C(=O)c2cccs2)cc1	-3%	2%[10 µM]	-2%	-2%	5%	-5%	-2%	3%
CC(C)(C)NC(=O)C(c1ccc(F)cc1)N(Cc1cccs1)C(=O)c1ccc(CN2CCOCC2)o1 (stereo unspecified)	-2%	23%[10 µM]	x	13%	6%	0%	-6%[9.22 µM]	u
CCc1c(C)nc2ncnn2c1N1CCC(C(=O)NCc2cccs2)CC1	9%	29%[10 µM]	x	16%	-11%[2.34 µM]	-5%	11%[9.22 µM]	-8%
CCc1ccccc1N1C(=O)C2CC=CCC2C1=O (stereo unspecified)	2%	8%	-6%	7%	-6%	2%	-5%	2%
Cn1cnc(S(=O)(=O)Nc2ccc(OC(F)F)cc2)c1	-4%	6%[10 µM]	x	-1%	1%	-4%	0%[9.22 µM]	x
Next part:
SMILES	Tau fibril ThT	HTT cytoprotect	SMN2 splice up	JMJD2E inh	Tau FP inhib	Tau fluor counter	HttQ103 aggreg	ALDH1A1 block
O=C(CSc1ncn[nH]1)Nc1ccc2c(c1)CCC2	1%	16%[0.074 µM]	-16%	-2%	-4%	3%	4%	2%
Cc1sc2nc(SCc3ccc(C(=O)O)cc3)n(Cc3ccco3)c(=O)c2c1C	u	-20%[10 µM]	x	-2%	u	1%	5%[9.22 µM]	x
Cc1nc([N+](=O)[O-])cn1-c1nc2ccccn2c1[N+](=O)[O-]	-11%	u	2%[9.22 µM]	-2%	0%	-10%	-7%[9.22 µM]	-5%[13.5 µM]
Cn1c(-c2ccc3ccccc3n2)[n+](C)c2ccccc21	-5%	-7%[10 µM]	x	u	-15%	-8%	0%[9.22 µM]	x
CCn1cc(C(=O)Nc2ccc(F)c(F)c2)cn1	-3%	-9%[10 µM]	19%	4%	-1%	2%	2%	-1%
O=C(CCc1ccccc1)NCC(=O)N/N=C/c1ccc2c(c1)OCO2	-10%	-4%[10 µM]	9%	-10%	0%	3%	22%	-1%
CCC(C)N(C(=O)COC(=O)CNC(=O)c1ccccc1F)C1CCS(=O)(=O)C1 (stereo unspecified)	5%	-63%[inhibitor]	-27%	6%	-4%	2%	5%	-2%
COCCCNC(=O)CN1CCN(Cc2ccccc2Cl)C1=O	-1%	-5%	7%	-2%	6%	1%	10%	-5%
Cc1nnc(SCc2cccc(CSc3nnc(C)s3)c2)s1	-1%	-7%	9%	-1%	1%	-7%	12%	3%
CN1C(=O)C(CC(=O)Nc2ccc3c(c2)Cc2ccccc2-3)N(C)C1=O (stereo unspecified)	-7%	8%	30%	-6%	-6%	-5%	-7%	2%
COC(=O)c1ccc(C(=O)OC)nc1	-6%	-13%	-18%	11%	6%	3%	-1%	-1%
Clc1ccccc1C1=Nn2c(nnc2-c2ccncc2)SC1	u	-22%	x	u	-9%	-16%	x	u
CCOCCCNC(=S)N1CCCN(c2nc3cc(C)c(C)cc3cc2C#N)CC1	-17%	x	-41%[inhibitor]	u	6%	-17%	x	u
COc1ccc(CCNC(=O)c2cc(=O)c3ccc(C)cc3o2)cc1OC	-5%	x	-16%	x	1%	-9%	x	x
CN(CCCNC(=O)C1CCN(S(=O)(=O)N2CCC3(CC2)OCCO3)CC1)Cc1ccccc1	-4%	3%[10 µM]	8%	3%	-6%	-5%	-5%	3%
CC(C)(C)n1nc2c(c1NC(=O)COc1ccccc1F)CS(=O)(=O)C2	-3%	-22%	1%	4%	-2%	-4%	8%	3%
Cc1cc(O)c(/C=N/Nc2ccc(Cl)cc2)c(=O)o1	u	-12%	-21%	-10%	7%	-12%	-6%	4%
COc1ccc(-c2nc(CN3CCC(C(=O)NCc4ccc(C)cc4)CC3)c(C)o2)cc1OC	-10%	x	-5%	x	4%	1%	x	x
CCOc1ccccc1N1CC(c2nc3ccccc3n2Cc2c(C)cc(C)cc2C)CC1=O (stereo unspecified)	-12%	x	16%	x	5%	1%	x	x
COc1ccc(-c2cc(C(=O)n3cnc4ccccc43)c3ccccc3n2)cc1	u	-105%[inhibitor]	0%	u	-11%	-25%	-2%	u
O=C(C1=NN(c2ccccc2)C2C(=O)N(c3ccccc3Cl)C(=O)C12)c1ccccc1 (stereo unspecified)	-5%	4%[10 µM]	19%	-7%	-4%	-3%	8%	-7%
O=[N+]([O-])c1ccc(O)c(Nc2ncnc3ccccc23)c1	-16%	-11%[10 µM]	x	-11%	16%	-17%	10%[9.22 µM]	-4%
O=S(=O)(c1ccc2nc(COc3ccc(Cl)cc3Cl)[nH]c2c1)N1CCOCC1	-2%	-11%[10 µM]	-32%	-7%	-6%	u	-20%	-6%
CCOc1ccc(-c2nnc3ccc(SCC(=O)Nc4nc5ccccc5s4)nn23)cc1	-2%	2%[10 µM]	0%	u	u	u	-14%	-8%
COc1ccccc1C(=O)Nc1cccc(-c2cn3ccsc3n2)c1	5%	-6%[10 µM]	18%	1%	-6%	-18%	-9%	-10%
Next section
SMILES	Tau fibril ThT	HTT cytoprotect	SMN2 splice up	JMJD2E inh	Tau FP inhib	Tau fluor counter	HttQ103 aggreg	ALDH1A1 block
CC1=NN(c2ccccc2)C(=O)C1N=Nc1ccc(C)cc1 (stereo unspecified)	-20%	-4%	21%	-1%	-2%	-12%	-6%	1%
CCc1ccc(/C=C(/C#N)c2nc(-c3ccc(C)cc3)cs2)cc1	u	x	7%	x	-7%	u	x	x
COc1cc(/C=N/n2nnnc2N)ccc1OCc1c(C)no[n+]1[O-]	-2%	x	-2%	u	u	-10%	u	u
O=C/C(=C\Nc1ccc(Br)cc1)c1nc2ccccc2o1	-4%	16%[10 µM]	x	2%	-6%	-11%	31%[9.22 µM]	6%
CCn1ncc(C(=O)Nc2ccccc2C)c1C	5%	x	3%	7%	3%	6%	-26%	-5%
CC(=O)c1ccc(NC(=O)Nc2ccc(NS(=O)(=O)c3ccc(C)cc3)cc2)cc1	-26%	-26%	x	-8%	-5%	-14%	-9%	u
O=C(N/N=C/C(Cl)=C/c1ccc([N+](=O)[O-])cc1)C(=O)Nc1ccccc1C(=O)O	3.2µM*	-10%[10 µM]	x	-26%	-7%	u	29%[9.22 µM]	u
CCS(=O)(=O)N1CCC(C(=O)NC2CCCCC2)CC1	3%	17%[10 µM]	-7%	-3%	3%	7%	-1%	0%
COC(=O)[C@@]1(Cc2ccc(F)cc2)[C@H]2c3cc(C(=O)N(C)C)n(CCO)c3C[C@H]2CN1C(=O)c1ccccc1	-6%	4%	-7%	10%	-5%	-10%	x	5%

Bioassay records from PubChem BioAssay.
